Screening results from PubChem.
TbREL1 inh: TbREL1 inhibition, primary screen. TbREL1 RNA ligation, FRET fluorescence. 89,000 compounds, 0.49% hits. P86926. inhibition, % at 9.66 µM;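 active = inhibition above the mean inhibition across all screened compounds plus 3 SD, cut at about 11% in these data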;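 also: 0% = plate median of test wells and 100% = NSC42067 control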
Target sequence (P86926 whole entry, looked up): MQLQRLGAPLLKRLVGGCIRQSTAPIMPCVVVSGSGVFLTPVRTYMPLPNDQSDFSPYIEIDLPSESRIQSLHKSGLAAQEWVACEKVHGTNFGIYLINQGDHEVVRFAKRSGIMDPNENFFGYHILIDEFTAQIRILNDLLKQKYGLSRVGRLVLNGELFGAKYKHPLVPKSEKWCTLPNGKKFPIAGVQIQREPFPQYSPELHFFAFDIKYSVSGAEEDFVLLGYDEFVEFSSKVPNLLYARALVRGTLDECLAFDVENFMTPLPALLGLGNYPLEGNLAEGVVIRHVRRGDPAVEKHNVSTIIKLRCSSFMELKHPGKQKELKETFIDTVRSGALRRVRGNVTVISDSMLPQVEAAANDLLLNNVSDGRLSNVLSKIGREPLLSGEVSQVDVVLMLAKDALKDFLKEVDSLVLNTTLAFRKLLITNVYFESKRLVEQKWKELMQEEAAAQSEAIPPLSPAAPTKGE
Starred values were filed as active, the others as inactive. This is a subset; rates above refer to the full screens.

Screening CCOC(=O)c1c(NC(=O)CN2C(=O)NC3(CCCCC3C)C2=O)sc(C)c1CC (stereo unspecified) returned TbREL1 inh -4.
For CCN(CC)CCN1C(=O)C(=O)/C(=C(/O)c2c(C)[nH]c(C(=O)OC)c2C)C1c1ccccc1 (stereo unspecified) the results were TbREL1 inh -4.
c1ccc(-n2nnnc2Oc2ccc(-n3ccnc3)cc2)cc1 was read as TbREL1 inh 1.
Cc1ccc(-c2nc3cc(Cl)ccc3o2)cc1 was read as TbREL1 inh 2.
CCOC(=O)c1ccc(-c2ccc3oc(-c4ccsc4)cc(=O)c3c2)cc1F was read as TbREL1 inh 0.
`COC(=O)c1ccc(C)c(NC(=O)CCc2ccc(OC)c(OC)c2)c1` gave TbREL1 inh -2.
`CC(=C1C2C=CC1C1C(=O)NC(=O)C21)c1ccccc1` (stereo unspecified) gave TbREL1 inh 2.
`CC(C)n1c(=O)c2ccccc2n1Cc1cn(CCc2c[nH]c3ccccc23)nn1` gave TbREL1 inh 3.
For O=C(CN1C(=O)c2cccc([N+](=O)[O-])c2C1=O)N1CCN(S(=O)(=O)c2ccccc2)CC1 the results were TbREL1 inh 5.
CN1OC[C@@H]2CN(C(=S)Nc3ccc(C#N)cc3)[C@H](c3ccc(N4CCCCC4)cc3)C[C@@H]21 was read as TbREL1 inh -8.
N#C/C(=C\c1ccc(OCc2ccc(Br)cc2)cc1)C(=O)Nc1cccc(C(=O)O)c1 was read as TbREL1 inh 2.
For CC1CCN(CCCCOc2cccc(Br)c2)CC1 the results were TbREL1 inh 5.
`COc1cc([C@@H]2OC[C@@H]3[C@H]2CO[C@@H]3c2ccc3c(c2)OCO3)ccc1O` gave TbREL1 inh 7.
Screening O=C(c1ccc2c3c(cccc13)CC2)N1CCOCC1 returned TbREL1 inh 3.
For Cc1ccc(CS(=O)(=O)CCC(=O)NCCC(C)C)cc1 the results were TbREL1 inh -4.
For Cc1nnc(NC2=NCCCCC2)o1 the results were TbREL1 inh 3.
Screening O=C(CSc1nnc(C2CCCCC2)o1)Nc1ccccc1Cl returned TbREL1 inh -1.
CC(=O)Oc1ccc(C(=O)[C@H]2[C@H]3C(=O)N(c4cccc5ccccc45)C(=O)[C@H]3[C@@H]3C=CC=NN32)cc1 was read as TbREL1 inh 0.
Screening Cc1c(Cl)cccc1NC(=O)COC(=O)C12CC3CC(CC(O)(C3)C1)C2 returned TbREL1 inh 1.
For CN1CCN(S(=O)(=O)c2ccc(NS(=O)(=O)c3ccccc3)cc2)CC1 the results were TbREL1 inh 0.
Screening CC(C)(/C=N/O)N(O)C=C1C=CC(=O)C=C1 returned TbREL1 inh 6.
O=c1c2c(-c3ccco3)csc2nc(SCc2cn3cccnc3n2)n1-c1ccccc1 was read as TbREL1 inh 23*.
CCCn1c(C)cc(C(=O)COC(=O)c2nccnc2N)c1C was read as TbREL1 inh -4.
`O=C(NCSc1ccccc1)c1ccccc1` gave TbREL1 inh 1.
Cc1ccc2c(C)c(C(=O)N(C)Cc3nccn3C)oc2c1C was read as TbREL1 inh -1.
CN1CCN(C(=O)Nc2ccc3c(c2)N(C)C(=O)c2ccccc2S3)CC1 was read as TbREL1 inh -2.
Screening CCOc1ccc(NS(=O)(=O)c2ccc(C(=O)N(C)CC(=O)Nc3cccc(OC)c3)cc2)cc1 returned TbREL1 inh -2.
`N#Cc1ccccc1S(=O)(=O)N1CCN(c2nc(-c3cccs3)nc3ccccc23)CC1` gave TbREL1 inh -4.
`CO[C@H]([C@H](C)/C=C/N(C)C=O)[C@@H](C)C(=O)CC[C@H](C)[C@H](O)[C@H](C)[C@H]1OC(=O)/C=C/C(C)=C/C[C@H](O)C[C@@H]2C=CC[C@@H](C[C@H](OC)[C@@H](CO)[C@@H](OC)C[C@@H](OC)[C@@H]1C)O2` gave TbREL1 inh -4.
For CSc1nsc(SC)c1C(=O)N1CCN(S(=O)(=O)c2ccc(C)cc2)C1C(C)C (stereo unspecified) the results were TbREL1 inh 3.

The final two compounds of the part above open the next one:
`CO[C@H]([C@H](C)/C=C/N(C)C=O)[C@@H](C)C(=O)CC[C@H](C)[C@H](O)[C@H](C)[C@H]1OC(=O)/C=C/C(C)=C/C[C@H](O)C[C@@H]2C=CC[C@@H](C[C@H](OC)[C@@H](CO)[C@@H](OC)C[C@@H](OC)[C@@H]1C)O2` gave TbREL1 inh -4.
For CSc1nsc(SC)c1C(=O)N1CCN(S(=O)(=O)c2ccc(C)cc2)C1C(C)C (stereo unspecified) the results were TbREL1 inh 3.
For CC(C)OP(=O)(c1ccc(N(C)C)cc1)C(O)c1ccccc1 (stereo unspecified) the results were TbREL1 inh -3.
`CCOC(=O)C1=CCC(c2ccc(C#N)cc2)N(S(=O)(=O)c2ccc(C)cc2)C1` (stereo unspecified) gave TbREL1 inh 1.
O=C(c1cc(S(=O)(=O)N2CCN(c3ccccc3)CC2)ccc1Cl)N1CCCCCCC1 was read as TbREL1 inh -2.
CCOc1ccc(NC(=O)COC(=O)c2cc(C)oc2C)cc1 was read as TbREL1 inh 1.
NCCSC1CC(=O)N(Cc2ccc(F)cc2)C1=O (stereo unspecified) was read as TbREL1 inh -1.
`Cc1ccc(CNC(=O)CSc2n[nH]c(N)n2)cc1` gave TbREL1 inh -2.
`COc1ccc([C@H]2CC(=O)C=C(c3ccc(-c4ccccc4)c(F)c3)C2)cc1OC` gave TbREL1 inh 0.
`COc1ccc(C(=O)Nc2ccccc2C)cc1S(=O)(=O)N1CCOCC1` gave TbREL1 inh 3.
Screening CC1CCN(C(=S)NC(=O)c2ccco2)CC1 returned TbREL1 inh -4.
For Cc1ccc(N2CC(C(=O)N3CCC(C(=O)Nc4cccc(Br)c4)CC3)CC2=O)cc1 (stereo unspecified) the results were TbREL1 inh 3.

Sorted by SMILES length (low to high): 4 of the compounds above.
Screening CC1CCN(C(=S)NC(=O)c2ccco2)CC1 returned TbREL1 inh -4.
`Cc1ccc(CNC(=O)CSc2n[nH]c(N)n2)cc1` gave TbREL1 inh -2.
For CC(C)OP(=O)(c1ccc(N(C)C)cc1)C(O)c1ccccc1 (stereo unspecified) the results were TbREL1 inh -3.
`COc1ccc([C@H]2CC(=O)C=C(c3ccc(-c4ccccc4)c(F)c3)C2)cc1OC` gave TbREL1 inh 0.

Next entries:
`COc1ccc(CNC(=O)c2cn(Cc3ccc(OC(C)=O)cc3)c(=O)s2)cc1` gave TbREL1 inh -1.
For O=C1c2ccccc2-c2nnc(-c3ccc(F)cc3)cc21 the results were TbREL1 inh -2.
`COc1ccc(CC(=O)Nc2cccc(-c3ccc4nncn4n3)c2)cc1OC` gave TbREL1 inh -1.
For CCN(CC)C(=O)CNC(=S)N(CCCN1CCOCC1)Cc1cccs1 the results were TbREL1 inh -1.
`COC(=O)C1C2CC(C(Br)C2Br)C1C(=O)O` (stereo unspecified) gave TbREL1 inh 2.
`O=C(Nc1nnc(-c2ccc(Cl)cc2)o1)Nc1ccccc1F` gave TbREL1 inh -3.
O=C(Nc1cccnc1N1CCOCC1)c1cc2ccccc2oc1=O was read as TbREL1 inh 3.
C/C(=N\OC(=O)NC(C)C)c1sc(-c2ccccc2)nc1C was read as TbREL1 inh -1.
For COc1cccc(/C=N/NC(=S)NCCc2ccccc2)c1 the results were TbREL1 inh -5.
Screening CC1CCCCN1CCNC(=O)c1ccc2c(c1)N(Cc1cccc(Cl)c1)C(=O)c1ccccc1S2(=O)=O (stereo unspecified) returned TbREL1 inh 7.
For COc1ccc(CN(C)C(=O)CNC(=O)c2cccs2)c(OC)c1 the results were TbREL1 inh -2.
COc1cccc(/C=N/NC(=O)c2c(-c3ccccc3)noc2C)c1OC was read as TbREL1 inh 2.
For Cc1nnc(NC(=O)C2CC(=O)N(c3ccc4c(c3)OCCO4)C2)s1 (stereo unspecified) the results were TbREL1 inh -2.
COC(=O)[C@]12C[C@H](CC(=O)N3CCOCC3)C(=O)N(Cc3cccc4ccccc34)C1=C[C@H](C1CCCC1)O[C@@H]2C was read as TbREL1 inh 3.
Screening c1ccc(Nc2nc3ccccc3[nH]2)nc1 returned TbREL1 inh -5.
Cc1ccccc1C(=O)Nc1nnc(-c2cccnc2)o1 was read as TbREL1 inh 3.
For CCOC(=O)c1sc2nc3c(SCC(=O)O)cc(C(=O)c4cc(F)ccc4O)cn3c(=O)c2c1C the results were TbREL1 inh 5.
`C#Cc1ccc(NC(=O)C2(C)CCN2C(=O)Cc2ccc(C(C)C)cc2)cc1` (stereo unspecified) gave TbREL1 inh -1.
For CCN(Cc1ccccc1)C(=O)CN1C(=O)c2ccccc2S1(=O)=O the results were TbREL1 inh -1.
NC(=O)NCc1ccc(C(=O)OCc2ccncc2)cc1 was read as TbREL1 inh 6.
`O=C(Nc1cccc(Cl)c1)O[C@@H]1CC[C@@]23CCCN2C(=O)CCC[C@H]3C1` gave TbREL1 inh -3.
For COCCNC(=O)c1ccc2c(=O)n(Cc3ccco3)c(SCC(=O)NC3CCCC3)nc2c1 the results were TbREL1 inh -1.
For CC(Sc1nc2c(N)ncnc2n1CCOc1ccccc1)C(=O)O (stereo unspecified) the results were TbREL1 inh 0.
Screening C/C(=N\NC(=O)c1ccco1)c1ccc(NC(=O)c2cccs2)cc1 returned TbREL1 inh 0.
Screening Nc1ncnc2c1ncn2CCN1CCOCC1 returned TbREL1 inh -2.
`Cc1[nH]c2ccccc2c1C(=O)CSCC(=O)O` gave TbREL1 inh -1.
Screening Cc1ccc(-n2c(C)cc(/C=N/NC(=O)c3ccncc3)c2C)cc1C returned TbREL1 inh 0.
CCOC(=O)C1(N(CC)CC)Sc2cc(C)ccc2NC1=O (stereo unspecified) was read as TbREL1 inh -1.
Screening CC(=O)Nc1nc(C)c(C(C)C)s1 returned TbREL1 inh -1.
Screening Cc1csc(-c2cnn(-c3ccccc3)c2NC(=O)c2ccc(C(F)(F)F)cc2)n1 returned TbREL1 inh 4.

The final 6 records of the part above open the next one.
Screening Nc1ncnc2c1ncn2CCN1CCOCC1 returned TbREL1 inh -2.
`Cc1[nH]c2ccccc2c1C(=O)CSCC(=O)O` gave TbREL1 inh -1.
Screening Cc1ccc(-n2c(C)cc(/C=N/NC(=O)c3ccncc3)c2C)cc1C returned TbREL1 inh 0.
CCOC(=O)C1(N(CC)CC)Sc2cc(C)ccc2NC1=O (stereo unspecified) was read as TbREL1 inh -1.
Screening CC(=O)Nc1nc(C)c(C(C)C)s1 returned TbREL1 inh -1.
Screening Cc1csc(-c2cnn(-c3ccccc3)c2NC(=O)c2ccc(C(F)(F)F)cc2)n1 returned TbREL1 inh 4.
`CN(C(=O)CSC(=O)c1ccccc1)c1ccccc1` gave TbREL1 inh -1.
`CN(C)C(=O)c1nnc(Cc2ccc(Cl)cc2)o1` gave TbREL1 inh -1.
For CSc1ccccc1NC(=O)COc1ccccc1C the results were TbREL1 inh 5.
For Cc1noc(NS(=O)(=O)c2ccc(N3C(=O)c4ccccc4C3=O)cc2)c1C the results were TbREL1 inh 4.
Screening Cc1ccc(OCC(=O)N(Cc2ccccc2)C(C)(C)C)c([N+](=O)[O-])n1 returned TbREL1 inh -3.
For CC(=O)Nc1ccc(S(=O)(=O)N(C)c2ccc(OCC(=O)Nc3ccccc3C(C)=O)cc2)cc1 the results were TbREL1 inh 0.
Screening Cc1ccc(S(=O)(=O)Nc2ccc3c(c2)C(=O)N([C@H](C)CO)C[C@H](C)[C@H](CN(C)C(=O)Nc2cccc4ccccc24)OCCCC[C@@H](C)O3)cc1 returned TbREL1 inh -3.
For Cc1cc(Cn2nc(-c3ccccc3)cc2C(=O)NCc2cccc(Br)c2)on1 the results were TbREL1 inh 0.
Screening CCOC(=O)C1CCN(C(=O)COC(=O)C2CCN(S(=O)(=O)c3ccc(C)c(C)c3)CC2)CC1 returned TbREL1 inh 7.
Screening Cc1nnc(SC(C)C(=O)Nc2ccc(N3CCOCC3)cc2)n1Cc1ccccc1 (stereo unspecified) returned TbREL1 inh 0.
`CCN1CCN(c2nnc(-c3ccc(F)cc3)c3ccccc23)CC1` gave TbREL1 inh 2.
O=C(Oc1c(Cl)cc(Cl)c2cccnc12)N1CCCCC1 was read as TbREL1 inh 1.
NC(N)=NCCC[C@H](NC(=O)OCc1ccccc1)C(=O)O was read as TbREL1 inh -2.
For CN(Cc1ccccc1)C(=O)c1csc([C@@H]2C[C@H](O)[C@@H](CO)O2)n1 the results were TbREL1 inh -2.
For O=C(Nc1ccc2c(c1)CCC2)c1ccccc1Br the results were TbREL1 inh 5.
`CCOC(=O)N1CCC(n2c(SCC(=O)Nc3nccs3)nc3ccsc3c2=O)CC1` gave TbREL1 inh -2.
For C=CCOc1ccc(/C=C/C(=O)OCC(=O)N2CCC(c3ccccc3)=N2)cc1 the results were TbREL1 inh 4.
COc1cc2[nH]c(=O)n(CCC(=O)N3CCN(Cc4ccccc4)CC3)c(=O)c2cc1OC was read as TbREL1 inh 6.
For CCC(C(=O)NCCCN1CC(C)CC(C)C1)n1ncn2c(cc3occc32)c1=O (stereo unspecified) the results were TbREL1 inh 3.
Screening CCOC(=O)CSc1nc2cc(C(=O)N3CCCC3)ccc2c(=O)n1Cc1ccccc1 returned TbREL1 inh -2.
For CC(C)c1ccc(NC(=O)O[C@@H]2CC[C@@]34CCCN3C(=O)CCC[C@H]4C2)cc1 the results were TbREL1 inh 1.
For Cc1ccc(NC(=O)NCCCN2CCCC2=O)cc1C the results were TbREL1 inh 0.
CCOC(=O)CN(C(=O)CNC(=O)c1ccco1)C(C(=O)NC1CCCC1)c1ccccc1OCC (stereo unspecified) was read as TbREL1 inh -4.
CCOc1ccccc1C1CC(c2ccc(Br)cc2)Nc2nc(N)nn21 (stereo unspecified) was read as TbREL1 inh -1.
`Cc1ccc(OC(=O)N2CCOCC2)cc1` gave TbREL1 inh 0.
Screening COc1ccc(-c2c(-c3ccsc3)oc3c2C(O)CCC3)cn1 (stereo unspecified) returned TbREL1 inh -2.
Screening CCn1cc(C(=O)Nc2ccccc2C(=O)OC)cn1 returned TbREL1 inh -1.
Cc1ccc(S(=O)(=O)N/N=C/c2cc(Br)c(C)o2)cc1 was read as TbREL1 inh -2.
`Cc1ccc(C)c(CN2CCC(n3nccc3NC(=O)C3CCCC3)CC2)c1` gave TbREL1 inh -6.
